# Source: PubChem
# TEAD-YAP block: TEAD-YAP interaction inhibition. HEK-TIYL cells, TEAD-Gal4/YAP UAS-luciferase luminescence. inhibition, % at 9.12 µM. 640,000 compounds, 1.4% hits. AID 1259422; in the data active = inhibition above about 32%;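 note: 0% = median of test compound wells and 100% = reference inhibitor wells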
# GPR151 activ: human GPR151 activation; Q8TDV0; PathHunter beta-arrestin GPR151 cells, luminescence; activation, % at 11.2 µM; 650,000 compounds, 1% hits; AID 1508602; in the data active = activation above about 4.9%;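 note: 0% = median of compound wells and 100% = cells with positive control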
# Target sequence (Q8TDV0 whole entry, looked up): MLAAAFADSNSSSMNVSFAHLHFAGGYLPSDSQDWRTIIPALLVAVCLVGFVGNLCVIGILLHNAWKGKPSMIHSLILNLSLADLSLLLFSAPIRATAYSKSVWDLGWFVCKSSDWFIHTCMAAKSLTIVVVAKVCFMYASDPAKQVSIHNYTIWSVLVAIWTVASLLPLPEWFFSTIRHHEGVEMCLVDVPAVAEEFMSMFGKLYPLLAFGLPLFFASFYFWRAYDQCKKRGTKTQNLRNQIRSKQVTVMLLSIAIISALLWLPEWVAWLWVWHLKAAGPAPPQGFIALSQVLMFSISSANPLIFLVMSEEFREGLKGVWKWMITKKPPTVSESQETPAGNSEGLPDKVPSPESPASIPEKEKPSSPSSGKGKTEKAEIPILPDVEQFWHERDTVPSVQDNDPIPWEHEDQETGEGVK
# MITF inh: human MITF inhibition, primary screen. O75030. AlphaScreen MITF homodimerization, bead proximity signal. inhibition, % at 2.6 µM. 650,000 compounds, 0.91% hits. AID 1259374; in the data active = inhibition above about 50%;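 note: 0% = vehicle wells with protein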
# Target sequence (O75030 whole entry, looked up): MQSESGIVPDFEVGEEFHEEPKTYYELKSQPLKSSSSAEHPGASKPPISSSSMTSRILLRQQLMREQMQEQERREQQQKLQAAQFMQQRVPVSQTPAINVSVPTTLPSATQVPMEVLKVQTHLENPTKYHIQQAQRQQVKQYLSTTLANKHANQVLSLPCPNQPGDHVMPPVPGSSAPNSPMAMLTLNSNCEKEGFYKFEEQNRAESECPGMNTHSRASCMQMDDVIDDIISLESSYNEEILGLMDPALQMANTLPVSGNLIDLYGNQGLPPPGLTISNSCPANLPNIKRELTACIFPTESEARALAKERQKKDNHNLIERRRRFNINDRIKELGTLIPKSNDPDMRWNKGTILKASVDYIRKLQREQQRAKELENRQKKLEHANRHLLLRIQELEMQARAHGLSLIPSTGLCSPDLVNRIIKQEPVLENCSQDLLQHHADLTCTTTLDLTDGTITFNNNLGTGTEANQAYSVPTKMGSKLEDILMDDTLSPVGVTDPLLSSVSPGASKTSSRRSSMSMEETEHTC
# FBW7 act: activators of human E3 ligase FBW7 | AlphaScreen FBW7–phospho-cyclin E peptide binding, activator screen | normalized activity (activation), % at 26.1 µM | 650,000 compounds, 0.13% hits; in the data active = normalized activity above about 1.9%;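 note: purified mutant Fbw7 with reduced substrate affinity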
# * = called active by the depositor; . = not tested or not shown. Rows are unselected, and some 3.4% of all compounds hit somewhere here.
SMILES,TEAD-YAP block,GPR151 activ,MITF inh,FBW7 act
COc1ccc(-c2oc(N)c(C#N)c2-c2ccc(OC)cc2)cc1,-3,-0.7,1,-0.1
Cc1cc(NC(=O)C(=O)NC2CCC(C)CC2)ccc1Br (centres undefined),-32,0.5,-5,0.0
CCCCOc1ccc(C(C)(O)CCN2CCOCC2)cc1 (centres undefined),-6,0.3,-11,0.3
O=C(CNCc1ccco1)Nc1ccccc1F,-6,-1.0,-2,0.3
CCC(C)n1c(=N)c(C(=O)NCCCOC)cc2c(=O)n3cccc(C)c3nc21 (centres undefined),8,-1.2,8,0.1
CCCn1cnc2cc(NCc3ccccc3OC)ccc21,-39,-0.3,-2,-0.1
COc1cc(CNc2ncc(-c3ccccc3)n2C)ccc1O,-8,0.0,27,-0.3
COc1ccc(-c2nc3ccc(C(=O)NCc4cccc(OC)c4)cc3nc2-c2ccc(OC)cc2)cc1,-5,1.8,2,-0.2
CCCc1nnsc1C(=O)Nc1cccc2ncccc12,-18,-1.2,-6,-0.1
O=C(COc1ccc(Cl)cc1Cl)NCCNc1cc(-n2cccn2)ncn1,1,1.1,-6,-0.1
CCC(=O)Oc1cccc(C(=O)Nc2ccc(Oc3ccc4c(c3)C(=O)NC4=O)cc2)c1,0,2.6,-6,0.0
COc1ccc(N2CCN(c3ncnc4sc(C(=O)Nc5c(F)cccc5F)c(C)c34)CC2)cc1,0,1.7,1,0.0
Cc1cc(O)ccc1N/C=C/C(=O)c1ccc(F)cc1,18,0.8,-8,-0.2
O=C(NC1C2CC3CC(C2)CC1C3)c1ccc(Cl)c([N+](=O)[O-])c1 (centres undefined),12,0.4,-4,-0.1
N#C/C(=C\c1ccc(-c2ccccc2[N+](=O)[O-])o1)C(=O)N1CCCCC1,-36,-1.6,22,0.4
CCNc1nc(NCC)n2c(SCC(=O)N(c3ccccc3)C(C)C)nnc2n1,10,0.6,7,0.6
COc1ccc(CN2CCC(N3CCCCC3)CC2)c(OC)c1,1,-0.5,25,0.1
NC(=O)c1ccc(NCc2ccccc2Cl)c([N+](=O)[O-])c1,-3,-1.2,4,0.0
Nc1c(C(=O)Nc2ccccc2F)c2ccccn2c1C(=O)c1ccc(Cl)cc1,3,-0.7,-16,0.1
Cc1nnc(NC(=O)COc2c(C)ccc(C)c2C)s1,-6,-0.9,11,-0.1
c1ccc(CSc2ccc3nnc(-c4ccccc4)n3n2)cc1,7,2.0,-6,0.0
Cc1ccc2nc(N3CCC(NC(c4ccco4)C(F)(F)F)CC3)nc(C)c2c1 (centres undefined),4,0.1,-14,0.0
O=C(CC(C(=O)O)c1c[nH]c2ccccc12)c1ccccc1 (centres undefined),-7,1.0,-2,-0.3
Cn1c(NCc2ccc(N)cc2)nc(-c2ccncc2)c(-c2ccc3ccccc3c2)c1=O,-13,-0.4,0,-0.1
COc1ccc(/C=C/C(=O)NC(=S)Nc2sc3c(c2C#N)CCCC3)cc1,6,1.2,7,0.0

# (more compounds)
SMILES,TEAD-YAP block,GPR151 activ,MITF inh,FBW7 act
COc1ccc(Br)cc1S(=O)(=O)N1CCc2ccccc2C1CN1C(=O)c2ccccc2C1=O (centres undefined),12,-0.2,6,0.0
O=Cc1c(-c2ccccc2)[nH]c2ccccc12,20,0.0,1,-0.2
N#Cc1ccccc1Sc1ccccc1C(=O)NCc1ccc2c(c1)OCO2,-2,0.4,-10,0.7
c1ccc(-c2cn3nc(SCc4ccccn4)ccc3n2)cc1,-43,0.3,-14,0.2
COc1ccc(Cn2ccnc2)cc1Br,-4,2.9,8,0.0
CC(C)C(=O)Nc1ccc(SCC(=O)NCCc2ccccc2)nn1,3,2.0,5,-0.2
O=C(NCCCO)/C(=C\c1cccc([N+](=O)[O-])c1)NC(=O)c1ccc(Br)o1,10,0.8,3,0.0
CCOC(=O)C1=C(C)N=c2s/c(=C\c3ccc(-c4cc([N+](=O)[O-])ccc4OC)o3)c(=O)n2C1c1ccc(OC)c(OC)c1 (centres undefined),5,0.3,2,0.0
CCOC(=O)Cc1[nH]nc2c1C(Cc1ccccc1)C(C#N)=C(N)O2 (centres undefined),-2,-0.5,7,0.2
CC(Oc1cccc(Cl)c1)C(=O)N1CCC2(CC1)CC2C(=O)NCCc1ccccn1 (centres undefined),-3,0.2,-1,-0.2
CCN(CC)c1nc(-c2ccc(C)cc2)nc2ccccc12,-16,-0.5,-15,-0.1
COc1cccc(-c2nc(CS(=O)(=O)CC(=O)Nc3cc(F)ccc3F)c(C)o2)c1,1,0.2,19,-0.2
c1ccn2cc(CN3CCOCC3)nc2c1,16,0.1,1,0.2
CC(C)(CO)NC(=O)c1cccc(Cl)c1,-5,0.7,1,0.1
COc1cc(C=O)ccc1OCC(=O)Nc1ccccc1[N+](=O)[O-],-3,-0.7,8,0.0
CCOCC(O)CNC(=O)c1cc(COc2ccc(F)cc2Cl)on1 (centres undefined),-1,-0.9,-15,-0.1
CCCOc1ccccc1OCCCCN1CCN(C)CC1,9,0.5,-1,-0.1
CCC(=O)C1=C(c2ccc(OC)c(OC)c2)N(C(=O)CC)n2cnnc2S1,1,1.8,2,0.0
CC(C)c1nnc(NC(=O)CSc2nnnn2-c2ccccc2)s1,-7,-0.1,-1,0.3
CC1CCC2=NN(C(=O)c3cccc([N+](=O)[O-])c3)C(O)(C(F)(F)F)C2C1 (centres undefined),13,-0.1,11,-0.1
O=C(/C=C/c1ccccc1)c1ccccc1O,.,5.6*,-29,0.0
Cc1[nH]n(-c2cccc(Cl)c2)c(=O)c1C=NCCN=Cc1c(C)[nH]n(-c2cccc(Cl)c2)c1=O,-10,1.3,-6,-0.1
COc1ccc2nc(NC(=O)CSc3nnnn3-c3cccc(F)c3)sc2c1,5,-0.4,5,0.1
Cc1cc(F)c(F)c(C(=O)N2CCC(C)CC2)c1Cl,-32,-0.6,1,-0.1
Cc1oc2cc(O)ccc2c(=O)c1-c1ccc(Br)cc1,-5,-1.1,-9,0.0

# The list continues.
SMILES,TEAD-YAP block,GPR151 activ,MITF inh,FBW7 act
COc1ccc([N+](=O)[O-])cc1NC(=O)/C=C/c1ccco1,-6,-1.8,4,-0.2
O=C(COc1ccc(F)cc1)NNC(=O)CSc1nc2ccccc2o1,1,0.4,-2,-0.1
CN(C)S(=O)(=O)Nc1ccc2c(c1)OCO2,-30,0.8,0,0.0
CCCCc1ccc(C(=O)Nc2ccc3nc(N4CCCCC4)cc(C)c3c2)cc1,-3,2.2,-3,0.0
O=C(COC(=O)CN1C(=O)c2ccccc2C1=O)Nc1ccc(Cl)c(C(F)(F)F)c1,4,0.9,-6,0.1
CC(C)c1ccc(NC(=O)CCS(=O)(=O)c2ccc3c(c2)OCC(=O)N3)cc1,5,3.2,1,-0.3
N#C/C(=C/c1ccc(-c2ccccc2)cc1)c1nc(-c2cccs2)cs1,7,0.1,8,0.0
COCCNC(=O)c1c(C)nc2ccc(C)cn12,-3,0.1,0,-0.2
COc1ccc(N2CCN(C3CCCN(C(=O)CCOc4ccccc4)C3)CC2)cc1 (centres undefined),-2,4.0,-1,0.0
CCc1nnc(NC(=O)[C@@H](NS(=O)(=O)c2cccc(C(F)(F)F)c2)C(C)C)s1,-9,-0.5,0,-0.1
COC(=O)c1cnn2c(C)c(Cc3cccc(C)c3)c(C)nc12,4,-0.1,10,0.1
O=C(Nc1ccc(Cl)cc1)c1nn2c(C(F)(F)F)cc(-c3ccc(Br)cc3)nc2c1Cl,5,0.6,2,0.1
O=C(NNc1ccccc1)C(O)(c1ccccc1)c1ccccc1,15,2.3,1,0.0
CC(=O)c1cccc(NC(=O)c2ccc(C(C)(C)C)cc2)c1,-37,1.0,1,-0.1
Cc1ccc(CN(Cc2ccco2)C(=S)Nc2c(C)cccc2C)cc1,-17,-1.1,-2,0.0
CCc1ccccc1Nc1nc(N)nc(CSc2ncnc3sccc23)n1,-7,-0.5,6,-0.3
Cc1cc(Nc2ccc(N3CCOCC3)cc2)nc(Nc2nccc3ccccc23)n1,81*,5.3*,10,-0.3
c1ccc2c(c1)c1ccccc1n2CN1CCCCC1,5,-0.9,13,0.1
O=C1/C(=C/c2ccc(O)cc2)SC(=S)N1Cc1cccnc1,-4,-0.6,4,0.2
Cc1ccccc1C(NC(=O)C1CCN(C(=O)C(C)(C)C)CC1)c1ccccn1 (centres undefined),22,0.5,24,0.3
O=C1C[C@@H](O)[C@@H](O)[C@@H]2[C@@H]3C(=O)N(c4cccc(Oc5ccccc5)c4)C(=O)[C@@H]3CC[C@H]12,.,-0.3,15,0.0
O=C1NC(=O)C(=Cc2cccn2-c2ccc(F)cc2)C(=O)N1,7,-0.6,11,-0.6
CCOC(=O)c1cccc(N2C(=O)C3C4C=CC(C5CC45)C3C2=O)c1 (centres undefined),1,-1.4,5,0.0
CC(C)N(CCNc1ncnc2c1nc(N1CCOCC1)n2C(C)C)C(C)C,1,1.9,14,0.3
CSc1nc2sc3c(c2c2nnnn12)CCN(C)C3,9,1.5,3,-0.2

# An excerpt from above in order of molecular weight, smallest number first:
SMILES,TEAD-YAP block,GPR151 activ,MITF inh,FBW7 act
CCN(CC)c1nc(-c2ccc(C)cc2)nc2ccccc12,-16,-0.5,-15,-0.1
NC(=O)c1ccc(NCc2ccccc2Cl)c([N+](=O)[O-])c1,-3,-1.2,4,0.0
COc1ccc(CN2CCC(N3CCCCC3)CC2)c(OC)c1,1,-0.5,25,0.1
COc1ccc(-c2oc(N)c(C#N)c2-c2ccc(OC)cc2)cc1,-3,-0.7,1,-0.1
Cc1oc2cc(O)ccc2c(=O)c1-c1ccc(Br)cc1,-5,-1.1,-9,0.0
CCOC(=O)Cc1[nH]nc2c1C(Cc1ccccc1)C(C#N)=C(N)O2 (centres undefined),-2,-0.5,7,0.2
N#C/C(=C\c1ccc(-c2ccccc2[N+](=O)[O-])o1)C(=O)N1CCCCC1,-36,-1.6,22,0.4
CC(C)C(=O)Nc1ccc(SCC(=O)NCCc2ccccc2)nn1,3,2.0,5,-0.2
N#C/C(=C/c1ccc(-c2ccccc2)cc1)c1nc(-c2cccs2)cs1,7,0.1,8,0.0
CCC(=O)C1=C(c2ccc(OC)c(OC)c2)N(C(=O)CC)n2cnnc2S1,1,1.8,2,0.0
Cc1ccc2nc(N3CCC(NC(c4ccco4)C(F)(F)F)CC3)nc(C)c2c1 (centres undefined),4,0.1,-14,0.0
CCNc1nc(NCC)n2c(SCC(=O)N(c3ccccc3)C(C)C)nnc2n1,10,0.6,7,0.6
CC(Oc1cccc(Cl)c1)C(=O)N1CCC2(CC1)CC2C(=O)NCCc1ccccn1 (centres undefined),-3,0.2,-1,-0.2

# More compounds:
SMILES,TEAD-YAP block,GPR151 activ,MITF inh,FBW7 act
Cc1ccccc1COn1c(=O)c(-c2cccc([N+](=O)[O-])c2)[n+]([O-])c2ccccc21,-1,-1.4,-6,0.0
COc1ccc(S(=O)(=O)n2cnc3ccccc32)c(C)c1C,2,0.3,12,0.0
COc1ccc(NC(=O)c2c(F)cccc2F)c2ccccc12,-7,0.9,15,0.3
CC(Sc1ccc(Cl)cc1)C(=O)NCc1cccnc1 (centres undefined),10,0.1,21,0.5
CCOc1ccc(S(=O)(=O)Nc2cc(Cl)ccc2C)c2cccnc12,0,0.4,12,0.7
COc1ccc(C)cc1N(CC(=O)Nc1ccccc1C(=O)O)S(C)(=O)=O,-4,3.7,6,0.0
Cc1cccc(-c2cnc(C)nc2C2CCCN(C(=O)[C@@H]3CCC(=O)N3)C2)c1 (some centres undefined),-5,2.8,2,0.3
CC(NCc1c(C(=O)O)n(Cc2ccccc2F)c2ccccc12)c1ccccc1 (centres undefined),5,0.1,2,-0.2
N#Cc1ccc(-c2ccc(OCC(=O)N/N=C/c3ccc(N4CCOCC4)cc3)cc2)cc1,10,1.1,-5,-0.2
O=C(Nc1c(-c2cccs2)nc2ccc(Cl)cn12)c1ccc(Cl)cc1,1,0.2,-4,-0.1
COc1cc(NC(=O)c2ccc3nc(-c4ccc(N5CCOCC5)nc4)sc3c2)cc(OC)c1OC,-6,0.3,-14,-0.1
COc1ccc(N/C=C(\C#N)c2nc(-c3ccc4c(c3)OCO4)cs2)cc1,5,1.7,6,0.2
COc1ccccc1C(=O)NCC(=O)N/N=C(\CCC(=O)O)c1ccccc1,9,0.2,6,0.1
COc1ccc(C2CC(=O)C3=C(C2)NC(C)=C(C(=O)OCCc2ccccc2)C3c2cccc(Cl)c2)cc1 (centres undefined),-3,0.9,-8,0.4
O=C(O)CNc1ncnc2sc3c(c12)CCCC3,6,1.8,8,0.0
Cc1ccc2nc(C3CCCN3C(=O)CCN3C(=O)c4ccccc4S3(=O)=O)[nH]c2c1 (centres undefined),-1,-0.5,22,0.3
NCCNC(CC(=O)Nc1cccc(Cl)c1Cl)C(=O)O (centres undefined),4,-0.4,85*,0.1
Cc1cc(-c2ccc(S(=O)(=O)N3c4ccccc4CC3C)cc2)on1 (centres undefined),61*,-0.5,3,0.1
CCn1c(N/N=C/c2ccc(OC)cc2)nc2ccccc21,-13,-1.2,30,-0.4
CN(C)C(=O)c1ccc(N2CCC(NCc3ccccc3C(F)(F)F)CC2)cc1,-6,0.9,0,-0.2
Cc1cnc(N2CCOCC2)nc1NCCCN1CCCC1=O,7,-1.1,-6,-0.1
CCCNc1nc(-c2c(C)noc2C)nc2c1ncn2-c1ccsc1,-15,-0.6,4,0.3
CCOc1cc(/C=N/NC(=O)c2ccc([N+](=O)[O-])cc2Cl)ccc1O,11,4.6,15,0.3
CN(C)CCCNC(=O)c1ccc2c(c1)CC(c1nc3ccc(-c4ccnc(N)n4)cc3[nH]1)CO2 (centres undefined),-3,0.6,1,-0.1
CCOc1cc(/C=N\NC(=O)c2ccc(C)nc2)cc([N+](=O)[O-])c1O,11,1.3,9,0.1
CCC(Sc1nc2ccsc2c(=O)n1NC(=O)c1cccc(OC)c1)C(=O)Nc1cc(Cl)ccc1C (centres undefined),-21,-0.3,-6,0.1
